GLS inhibitor: inhibitors of human glutaminase (GLS). Potency, µM (titrated, usually from 45.5 µM), for inactives: top-dose activity change, negative = inhibition, actives largely listed as inhibitors. O94925. AID 624170. GLS enzymatic activity, qHTS titration. 410,000 compounds, 0.21% hits; further: on the % scale 0 is the no-effect control and ±100 the full control effect
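Enzyme dispensed in phosphate buffer (45 mM, pH 8.2, 0.02% Tween-20), compounds pinned in, then 1 mM L-glutamine solution and the glutamate oxidase–HRP–Amplex Red mix added; fluorescence read immediately and again after 30 min at room temperature.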
12-LOX inh: blocks human arachidonate 12S-lipoxygenase | P18054 | purified 12hLO, xylenol orange hydroperoxide absorbance | Potency, µM (series often up to 108 µM), without a hit: at the top dose activity change, negative = inhibition, most hits filed as inhibitors | 580,000 compounds, 1.1% hits | AID 1671190; further: on the % scale 0 is the no-effect control and ±100 the full control effect
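Hydroperoxide product was detected by ferrous iron/xylenol orange as the 573 to 405 nm absorbance ratio. Arachidonic acid at 40 uM (final) was turned over for 30 min at room temperature by 150 nM human 12hLO, pH 7.0 Hepes buffer, after 15 min compound preincubation.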
JMJD2A Tudor: inhibitors of human JMJD2A Tudor domain; AID 504339; O75164; 390,000 compounds, 4.4% hits; Potency, µM (series often up to 114 µM), for the others: top-dose activity change, negative = inhibition, most hits filed as inhibitors; AlphaScreen JMJD2A-Tudor / H3K4me3 peptide binding; further: on the % scale 0 is the no-effect control and ±100 the full control effect; nearly all actives have a fitted effect of over 50% in size
Target sequence (O75164 whole entry, looked up, the tested form may be a part): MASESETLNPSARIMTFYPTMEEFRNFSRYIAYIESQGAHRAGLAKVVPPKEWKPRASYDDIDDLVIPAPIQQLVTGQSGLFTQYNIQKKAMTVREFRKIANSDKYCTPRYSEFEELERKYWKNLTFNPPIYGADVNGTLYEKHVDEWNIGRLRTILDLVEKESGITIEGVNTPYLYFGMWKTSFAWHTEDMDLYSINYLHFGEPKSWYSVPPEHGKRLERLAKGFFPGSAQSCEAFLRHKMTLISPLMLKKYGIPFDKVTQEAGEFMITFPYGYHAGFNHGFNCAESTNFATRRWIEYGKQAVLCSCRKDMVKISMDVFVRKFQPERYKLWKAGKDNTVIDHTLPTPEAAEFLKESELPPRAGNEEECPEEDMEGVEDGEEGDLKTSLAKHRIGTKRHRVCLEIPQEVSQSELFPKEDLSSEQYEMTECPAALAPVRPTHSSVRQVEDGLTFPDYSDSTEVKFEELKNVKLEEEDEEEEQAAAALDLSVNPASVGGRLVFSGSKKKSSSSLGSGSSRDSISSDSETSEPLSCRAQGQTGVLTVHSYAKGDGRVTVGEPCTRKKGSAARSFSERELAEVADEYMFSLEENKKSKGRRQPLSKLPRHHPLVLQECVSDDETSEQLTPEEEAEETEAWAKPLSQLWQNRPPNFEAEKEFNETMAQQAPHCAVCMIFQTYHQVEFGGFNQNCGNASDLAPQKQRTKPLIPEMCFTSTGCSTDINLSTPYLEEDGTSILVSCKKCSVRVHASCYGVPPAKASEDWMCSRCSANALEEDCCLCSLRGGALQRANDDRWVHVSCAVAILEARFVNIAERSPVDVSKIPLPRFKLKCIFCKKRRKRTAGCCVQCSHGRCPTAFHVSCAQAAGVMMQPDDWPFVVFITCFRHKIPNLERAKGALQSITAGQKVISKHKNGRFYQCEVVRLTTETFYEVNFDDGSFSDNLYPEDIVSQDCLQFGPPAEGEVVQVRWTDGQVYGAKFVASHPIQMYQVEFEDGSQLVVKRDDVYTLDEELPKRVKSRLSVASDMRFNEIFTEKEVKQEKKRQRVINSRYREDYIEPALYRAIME
Tb PGK inh: blocks T. brucei phosphoglycerate kinase; AID 602233; PGK/GAPDH coupled, Kinase-Glo luminescence, 60 min; 380,000 compounds, 0.043% hits; Potency, µM (titrated, usually from 57.5 µM), for the others: at the highest dose activity change, negative = inhibition, most hits filed as inhibitors; P07378; further: on the % scale 0 is the no-effect control and ±100 the full control effect; nearly all actives have a fitted effect of over 60% in size
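Recombinant glycosomal PGK reaction used 1,3-bisphosphoglycerate generated in-well by GAPDH (100nM final) in 100mM TEA pH 7.6, 5mM MgCl2, 0.01% Tween-20. After 60 minutes at room temperature, ATP was read by Kinase-Glo Plus luminescence end-point.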
RGS4 inhibitor: inhibitors of human regulator of G protein signaling 4; P49798; Transcreener GDP fluorescence polarization, RGS4-accelerated GTP hydrolysis; Potency, µM (highest dose often 114 µM), without a hit: top-dose activity change, negative = inhibition, usual class: inhibitors; 390,000 compounds, 0.039% hits; AID 504845; further: on the % scale 0 is the no-effect control and ±100 the full control effect; nearly all actives have a fitted effect of over 75% in size; some results filed as inactive show a strong effect at the top dose
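MLSMR compounds (23 nl, pin-transferred) preincubated 10 min at room temperature with a 500nM (2x) first reagent, then RGS4 at 900nM (2x) plus Transcreener GDP mix added; fluorescence polarization (620/688 nm) read before and after 90 min at 30 °C.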
Pin1 inhibitor: blocks the human prolyl isomerase Pin1. Q13526. Pin1 FP peptide displacement, HiFluor488, 10 min. Potency, µM (doses to about 115 µM), without a hit: at the top dose activity, negative = inhibition, most hits filed as inhibitors. 390,000 compounds, 0.009% hits; active means well fitted inhibition curve with a large enough effect in the polarisation, with a control signal flat, not every such curve was filed as active; inconclusive means small, poorly fitted or top-dose-only effect, or effect the other way, or a change in a side signal; inactive means no such curve, though single readings can be large or run the other way; the % refers to the polarisation; further: on the % scale 0 is the no-effect control and ±100 the full control effect
TrxR1 inh: inhibitors of rat thioredoxin reductase 1 | O89049 | recombinant rTrxR1, NADPH fluorescence consumption, selenite substrate | Potency, µM (doses to about 114 µM), without a hit: top-dose activity change, negative = inhibition, usual class: inhibitors | 390,000 compounds, 1% hits | AID 588453; further: on the % scale 0 is the no-effect control and ±100 the full control effect; nearly all actives have a fitted effect of over 65% in size
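Rat TrxR1 (90 nM in the dispensed reagent) was pre-reduced with 400 uM NADPH for 5 min at room temperature, then incubated with compound for 15 min. After 400 uM selenite was added, NADPH fluorescence (Ex 340/Em 450 nm) was followed for 8 min.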
ERG-DNA inh: ERG Ets/DNA interaction inhibition | Potency, µM (highest dose often 76.9 µM), without a hit: top-dose FP activity, negative = inhibition, actives largely listed as inhibitors | P11308 | AID 624246 | fluorescence polarization, His-ERG Ets domain / labelled DNA | 370,000 compounds, 0.028% hits; active means well fitted inhibition curve with a large enough effect in the polarisation, with a control signal flat; inconclusive means small, poorly fitted or top-dose-only effect, or effect the other way, or a change in a side signal; inactive means no such curve, though single readings can be large or run the other way; the % refers to the polarisation;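 further: polarization taken with two DNA probes labelled with fluorescein and Texas red; % of control where 0% means no effect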
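His-tagged ERG Ets domain (1 uM in the protein solution; 300mM KCl, 50mM Tris-HCl, 1mM EDTA, 1mM DTT, pH 7.5) received compound, then a probe mix of 5 nM fluorescein-DNA and 100nM Texas-615-DNA. Fluorescence polarization was read for both dyes.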
HP1b chromo inh: inhibitors of HP1-beta chromodomain binding to methylated histone tails | 390,000 compounds, 0.56% hits | AlphaScreen HP1-beta / biotin-H3K9me3 peptide binding | P83916 | Potency, µM (highest dose often 114 µM), for inactives: at the top dose activity change, negative = inhibition, hits mostly inhibitors | AID 540317; further: nearly all actives have a fitted effect of over 70% in size; inactives centre near 23
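AlphaScreen: HP1-beta (50 nM) preformed 30 min with biotin-H3(1-18)K9me3 peptide (50 nM) in PBS pH 7.4, 0.01% Tween-20. Compound added for 30 min at RT, then streptavidin donor/nickel chelate acceptor beads (10 ug/mL) for 30 min.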
Starred values were filed as active, the others as inactive; i = inactive; u = inconclusive; x = no result given; [ ] = dose if it differs, or a comment. Unless noted, the call rests on the fitted dose curve; in most records, active means well fitted curve in the direction sought with a large enough effect; inconclusive means small, poorly fitted or top-dose-only effect, or another doubt; inactive means no such curve, though single readings can be large; an effect the other way counts as inactive or inconclusive. Potency means the concentration at half of the fitted maximal effect. An excerpt. The share of hits here may be higher or lower than overall.

SMILES	GLS inhibitor	12-LOX inh	JMJD2A Tudor	Tb PGK inh	RGS4 inhibitor	Pin1 inhibitor	TrxR1 inh	ERG-DNA inh	HP1b chromo inh
COc1cc(NC(=O)c2cccs2)c(C(=O)OCC(=O)c2cc(C)n(-c3ccccc3)c2C)cc1OC	1%	9%	-21%	-1%	-28%	10%	9%	-6%	12%
O=C(COC(=O)/C=C/c1ccc(F)cc1)Nc1ccc(S(=O)(=O)N2CCOCC2)cc1	1%	334%[activator]	-22%	-8%	-8%	6%	-5%	-15%	13%
COC1=C(C)C(=O)C2=C(C1=O)C1C3CC4=C(C(=O)C(OC)=C(C)C4=O)C(CNC(=O)C(C)=O)N3C(C#N)C(C2)N1C (configuration not stated)	-18%	-34%	-10%	-10%	u	u	-58%[57.1 µM]	-8%	40%
COc1cccc(NC(=O)CN2C(=O)NC3(CCCC3)C2=O)c1	4%	-25%	-12%	-10%	-9%	1%	-4%[57.1 µM]	-4%	23%
O=C(N/C(=C/c1ccc(F)cc1)C(=O)N1CCCC1)c1ccccc1	1%	u	-4%	6%	14%	4%	12%	-4%	-5%
Cc1ccc(OCCC(=O)OCC(=O)Nc2cc(S(=O)(=O)N(C)C)ccc2C)cc1	-2%	-16%	-17%	i	18%	2%	u	18%	42%[activator]
O=C1NC(=S)N/C1=C/c1cc([N+](=O)[O-])ccc1N1CCOCC1	-1%	-29%	-33%	-8%	-1%	-2%	17%[57.1 µM]	1%	-13%
O=C(CN(C(=O)CNC(=O)c1ccco1)c1ccc(F)cc1)NC1CCCCC1	-3%	18%	-9%	-2%	4%	-6%	17%	0%	20%
CC12CCC(=O)N1C(C(=O)NNC(=O)c1ccccc1)CS2 (configuration not stated)	7%	-8%	4%	-1%	-9%	-5%	-11%	5%	37%
Cc1ccc(S(=O)(=O)NCC(=O)OCC(=O)c2cc(C)n(-c3ccccc3)c2C)cc1	-2%	-12%	-23%	-4%	-1%	26%	-7%	3%	-18%
O=C(NCCc1ccccc1)C1CCN(S(=O)(=O)c2ccc(-c3nn[nH]n3)cc2)CC1	-1%	u	-26%	-2%	-10%	-7%	1%	-5%	23%
CCOC(=O)N1CCC(NC(=O)CS(=O)(=O)Cc2nc(-c3cccc(OC)c3)oc2C)CC1	11%	-23%	-12%	-5%	15%	-14%	1%	-5%	11%
CCOC(=O)C1CCCN(C(=O)C2CCN(C(=O)Nc3ccccc3)CC2)C1 (configuration not stated)	3%	-8%	-9%	-2%	-13%	1%	-12%	-1%	28%
CCc1c(C)sc(NC(=O)Cn2nc(C(F)(F)F)c3c2CCCC3)c1C#N	x	-25%	4%	2%	-38%	9%	2%	-1%	-10%
Cc1cc(OCCCCNC(C)C)cc(C(C)C)c1	7%	u	18µM*	-1%	7%	-11%	6%	x	u
Nc1nnnn1/N=C/c1ccccc1OCc1ccc(Cl)cc1Cl	-6%	-16%	-21%	5%	-24%	9%	25%[57.1 µM]	-1%	21%
O=S(=O)(c1ccc(Cl)c(NC(=S)Nc2ccccc2N2CCOCC2)c1)N1CCOCC1	0%	-28%	-24%	-13%	-11%	3%	u	1%	-4%
COc1cccc(NC(=O)C2CCN(S(=O)(=O)c3ccc4c(c3)CC(C)N4C(C)=O)CC2)c1 (configuration not stated)	-11%	-4%	5%	-5%	2%	-2%	7%	8%	29%
Cc1cc(C(=O)NNCc2ccccc2)no1	8%	0%	-20%	-3%	-4%	0%	12%	-1%	31%[activator]
CC(=O)NCCn1c(SCC(=O)NCc2ccco2)nc2ccccc2c1=O	0%	-16%	-5%	-2%	9%	3%	-1%	0%	13%
O=C(NC1CCSC1=O)C1CCCCC1 (configuration not stated)	3%	2%	-12%	-9%	6%	-10%	-23%	0%	34%
Nc1ccc(-c2n[nH]c(=O)c3ccccc23)cc1N	u	-1%	-32%	-10%	31%	3%	-21%	5%	-11%
CCCOc1ccc(C(=O)Nc2ccc(NC(=O)c3ccccc3)c(Br)c2)cc1	2%	-23%	-8%	11%	u	4%	-6%	2%	43%[activator]
COc1ccc(NC(=O)c2ccc(COc3ccccc3Br)o2)c(OC)c1	0%	u	-12%	5%	14%	6%	19%	2%	36%
CCOc1cccc2cc(C(=O)N3CCN(C/C=C/c4ccccc4)CC3)c(=O)oc12	-3%	-12%	u	-10%	-14%	4%	12%	0%	6%

(more compounds)
SMILES	GLS inhibitor	12-LOX inh	JMJD2A Tudor	Tb PGK inh	RGS4 inhibitor	Pin1 inhibitor	TrxR1 inh	ERG-DNA inh	HP1b chromo inh
Cc1ccc(-n2cc(C(=O)OCc3ccc(F)c(F)c3)c3ccccc3c2=O)cc1	9%	-24%	-6%	0%	8%	-3%	-11%[57.1 µM]	14%	26%[57 µM]
CCCSc1nc(N)nc2c1ncn2C1OC(CO)C(O)C1O (configuration not stated)	1%	-6%	1%	-3%	26%	-14%	4%[2.29 µM]	-4%	16%[57 µM]
Cc1ccc(CN2C(=O)c3ccccc3Sc3ccc(C(=O)NCCN4CCOCC4)cc32)cc1	4%	u	u	1%	-9%[56.9 µM]	2%	22%[57.1 µM]	-1%	44%[activator]
CC(NC(=O)/C(=C/c1cccc([N+](=O)[O-])c1)NC(=O)c1ccco1)C(=O)O (configuration not stated)	24%	4%	-13%	-8%	4%	-9%	-14%	-2%	20%
CN(C)c1ccc(/C=N/NC(=O)CNC(=O)/C=C/c2ccco2)cc1	-9%	1%	u	-3%	-9%	3%	-3%[57.1 µM]	6%	-16%
COC(=O)c1ccc(C2/C(=C(/O)c3ccc(OC)cc3)C(=O)C(=O)N2Cc2ccco2)cc1 (configuration not stated)	0%	u	u	-9%	-7%	-12%	u	x	22%
COc1ccc(CC(=O)Nc2nnc(C(C)C)s2)cc1	4%	-1%	-11%	-3%	-1%	0%	23%[57.1 µM]	2%	15%
Cc1cccc(NC(=O)C2C(C(=O)O)C3C=CC2C32CC2)c1C (configuration not stated)	-4%	0%	-16%	-2%	-49%	-3%	-8%[57.1 µM]	-3%	11%
O=C(CSc1nnnn1C1CCCC1)Nc1cccc(NC(=O)c2ccco2)c1	12%	-23%	-24%	2%	5%	-1%	0%	x	12%
CCOC(=O)c1cnn(-c2cc(Oc3ccccc3)ncn2)c1N	6%	-4%	0%	12%	-5%	2%	3%	-1%	25%
CCCCC(=O)Nc1ccc2c(c1)nc(CCN1CCN(c3ccccn3)CC1)n2C	-9%	4%	4%	-4%	0%	0%	7%	5%	19%
Cc1ccc(S(=O)(=O)Cn2nnnc2CN2CCOCC2)cc1	18%	6%	-10%	-4%	-4%	-1%	18%	x	51%[activator]
CC(CN1CCCC1)OC(=O)COc1ccccc1 (configuration not stated)	2%	u	-11%	-5%	5%	0%	16%	10%	25%
Cc1ccc(-n2nc3c(c2NC(=O)c2cccs2)CSC3)cc1	24%	-20%	-19%	0%	6%	13%	-21%	x	21%
CC(C)(C)NC(=O)Cc1ccc(S(=O)(=O)N2CCCC2)s1	-3%	10%	-30%	-2%	1%	24%	-12%	-1%	10%
O=C(Cn1c(NCCCO)nc2ccccc21)c1ccc(Br)cc1	33%[activator]	-14%	-13%	-6%	11%	1%	6%	1%	6%
COc1ccc2nc(NC(=O)CSc3nc4cccnc4n3C)sc2c1	-12%	0%	-8%	-3%	-4%	15%	9%	0%	24%
O=C(NC1CCCCC1)C(c1ccco1)N(C(=O)c1csnn1)c1cccc(Cl)c1 (configuration not stated)	-2%	-9%	-9%	-2%	-31%	7%	15%[0.0914 µM]	4%	20%
CCCn1c(C(CO)Nc2nc(-c3cccc(Br)c3)cs2)nc2ccccc21 (configuration not stated)	-1%	u	u	-9%	-24%	11%	17%[57.1 µM]	5%	-6%
O=C(COc1ccccc1)N1CCN(C(=O)c2cccc(F)c2)CC1	12%	-11%	-5%	-5%	21%	-3%	14%[57.1 µM]	-14%	20%
Cc1sc2c(c1C)CN(Cc1ccncc1)CN2C(=O)c1ccco1	-5%	4%	-35%	x	-4%	8%	-10%	x	14%
CC1(C)Cc2nc3oc4c(SCC(N)=O)ncnc4c3cc2CO1	-2%	221%[activator]	-15%	-4%	18%	-1%	-7%	-4%	14%
CCCNC(=O)CCn1nc(-c2ccc(Cl)cc2)c2ccccc2c1=O	-15%	-12%	-6%	0%	-4%	-9%	15%[11.4 µM]	15%[15.4 µM]	25%
C(=N\n1cnnc1)/c1ccc(OCc2ccccc2)cc1	4%	-3%	-2%	1%	14%	4%	15%	-29%	43%[activator]
CCOc1ccc(N2CC(C(=O)N3CCCCC3)CC2=O)cc1 (configuration not stated)	4%	-9%	1%	i	-9%	-12%	27%	2%	26%

As entered above:
Reading of CC1(C)Cc2nc3oc4c(SCC(N)=O)ncnc4c3cc2CO1 under HP1b chromo inh: 14%
Reading of CCCSc1nc(N)nc2c1ncn2C1OC(CO)C(O)C1O (configuration not stated) under JMJD2A Tudor: 1%

Not a retest: entries from further up.
SMILES	GLS inhibitor	12-LOX inh	JMJD2A Tudor	Tb PGK inh	RGS4 inhibitor	Pin1 inhibitor	TrxR1 inh	ERG-DNA inh	HP1b chromo inh
CCCNC(=O)CCn1nc(-c2ccc(Cl)cc2)c2ccccc2c1=O	-15%	-12%	-6%	0%	-4%	-9%	15%[11.4 µM]	15%[15.4 µM]	25%
C(=N\n1cnnc1)/c1ccc(OCc2ccccc2)cc1	4%	-3%	-2%	1%	14%	4%	15%	-29%	43%[activator]
